KCNH2 3.1 inh: blocks the human KCNH2 3.1 channel isoform | U2OS KCNH2 3.1, thallium flux FluxOr; hits give low values | activity change, % (tested at about 1.8 µM) | 340,000 compounds, 0.95% hits | AID 720553;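 active = maximum activity change below -70%; inconclusive = maximum activity change from -70% to -50%; inactive = maximum activity change above -50%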;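 also: thallium influx rate constant from kinetic fluorescence after stimulation buffer; % is scaled to controls: 0 for no effect and ±100 for the full control effect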
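FluxOr-based Tl+ influx in U2OS cells transduced with KCNH2 3.1 virus; rate constants normalized to DMSO controls.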
NPC1 prom act: NPC1 promoter activation; Huh7 NPC1 promoter luciferase reporter, 24 h; Potency, µM (series often up to 9.22 µM), inactives show top-dose activation, hits mostly activators; 320,000 compounds, 2.4% hits; AID 485313;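 also: potency is read from the fitted curve at half-maximal effect; % of control where 0% means no effect; nearly all actives have a fitted effect of over 60% in size; reporter is driven by a mutant NPC1 promoter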
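Luciferase expression driven by the NPC1 promoter was measured in stably transfected Huh7 cells after a 24 h compound incubation, using a luciferase reagent and a luminescence read.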
Rab9 prom act: activates the Rab9 promoter | Huh7 Rab9 promoter-luciferase reporter, luminescence, 24 h | Potency, µM (doses to about 9.22 µM), without a hit: at the highest dose activation, negative = inhibition, actives largely listed as activators | 320,000 compounds, 2.8% hits | AID 485297; also: potency is read from the fitted curve at half-maximal effect; % of control where 0% means no effect; nearly all actives have a fitted effect of over 60% in size
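Huh7 cells stably carrying a Rab9 promoter-luciferase reporter, 1500 cells per well in OP-MEM I with 10% FBS, treated with compound 24 hours at 37C. Luciferase activity read by luminescence after 10 minutes with Amplite reagent.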
Tb PFK block: blocks T. brucei phosphofructokinase; 330,000 compounds, 0.17% hits; O15648; T. brucei PFK, ADP-Glo luminescence; Potency, µM (doses to about 57.5 µM), for inactives: at the top dose activity, negative = inhibition, usual class: inhibitors;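 also: potency is read from the fitted curve at half-maximal effect; 0% = uninhibited 1x PFK enzyme wells and -100% = no-enzyme wells; nearly all actives have a fitted effect of over 60% in size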
Target sequence (O15648 whole entry, looked up): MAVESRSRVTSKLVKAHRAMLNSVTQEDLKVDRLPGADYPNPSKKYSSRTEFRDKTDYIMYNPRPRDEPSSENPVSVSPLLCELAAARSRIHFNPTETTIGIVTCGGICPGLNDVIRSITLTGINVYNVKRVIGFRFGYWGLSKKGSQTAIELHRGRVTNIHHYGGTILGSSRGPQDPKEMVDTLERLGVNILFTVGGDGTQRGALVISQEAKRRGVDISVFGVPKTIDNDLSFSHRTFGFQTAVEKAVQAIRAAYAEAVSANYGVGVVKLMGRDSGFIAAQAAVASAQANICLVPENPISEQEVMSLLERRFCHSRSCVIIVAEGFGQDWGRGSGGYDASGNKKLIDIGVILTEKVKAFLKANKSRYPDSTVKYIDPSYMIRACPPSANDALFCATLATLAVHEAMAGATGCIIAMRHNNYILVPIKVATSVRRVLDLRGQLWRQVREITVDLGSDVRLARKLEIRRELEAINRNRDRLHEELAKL
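Luminescent ADP detection (ADP-Glo, two-step: ATP depletion then ADP-to-ATP conversion for luciferase) reported PFK activity after 45 min room-temperature reaction of 1.25 nM enzyme with 0.5 mM F6P and 0.1 mM ATP at pH 8.0.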
VP16 counter: Gal4-VP16 reporter inhibition counter-screen | Potency, µM (top dose mostly 53.6 µM), for the others: at the top dose activity, negative = inhibition, hits mostly inhibitors | 310,000 compounds, 3.5% hits | Drosophila S2 Gal4-VP16 UAS-luciferase, luminescence, 20 h;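 also: Gal4-VP16 expression switched on by copper sulfate through the metallothionein promoter; potency is read from the fitted curve at half-maximal effect; % is scaled to controls: 0 for no effect and ±100 for the full control effect; nearly all actives have a fitted effect of over 50% in size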
ELG1 genotox: genotoxicity induction in ELG1-luciferase HEK293T cells. 330,000 compounds, 1.3% hits. HEK293T ELG1-luciferase reporter, luminescence, 16 h. Potency, µM (top dose mostly 46 µM), for inactives: top-dose activity change, positive = activation, usual class: activators; also: potency is read from the fitted curve at half-maximal effect; % of control where 0% means no effect; nearly all actives have a fitted effect of over 60% in size
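After overnight (16 hr) compound treatment at 37 °C, ELG1-luciferase HEK293T cells were lysed with ONE-Glo; luminescence quantified 30 min later at room temperature.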
FLuc counter: counter-screen for miR-21 project: firefly luciferase inhibitors or activators | P08659 | purified FLuc, Km substrates, luminescence inhibition | Potency, µM (titrated, usually from 57.5 µM), for the others: at the highest dose activity change, negative = inhibition, actives largely listed as inhibitors | 360,000 compounds, 6.9% hits;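 also: potency is read from the fitted curve at half-maximal effect; plate controls were vehicle for no effect and reference inhibitor for full effect; nearly all actives have a fitted effect of over 55% in size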
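Purified P. pyralis luciferase, 10 nM final, with Km-level 10 uM D-luciferin and 10 uM ATP in 50 mM Tris acetate pH 7.5, 10 mM Mg acetate, 0.01% Tween-20, 0.05% BSA; 6-point qHTS titration about 60 µM downward; luminescence read.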
uPA surface inh: blocks generation of uPA at the cell surface; cell surface uPA generation assay, qHTS; Potency, µM (top dose mostly 38.3 µM), inactives show at the highest dose activity change, negative = inhibition, most hits filed as inhibitors; 330,000 compounds, 0.31% hits; active = well fitted inhibition curve with a large enough effect; inconclusive = small, poorly fitted or top-dose-only effect; inactive = no such curve, though single readings can be large or run the other way; tested in mouse RAW 264.7 cells; also: potency is read from the fitted curve at half-maximal effect; % is scaled to controls: 0 for no effect and ±100 for the full control effect; nearly all actives have a fitted effect of over 55% in size
FBPA coupling cs: counter-screen for Giardia aldolase inhibitors: coupling enzyme system | 290,000 compounds, 0.67% hits | coupling enzyme system counterscreen, AmpLite Red fluorescence | activity change, negative = inhibition, % at 58.2 µM, hits read low | AID 2472; in the data active = activity change below about -30%; also: % is scaled to controls: 0 for no effect and ±100 for the full control effect
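Counterscreen of the coupled detection system alone, without aldolase: glyceraldehyde-3-phosphate coupling enzymes plus AmpLite Red readout. Compounds at 57.5 uM final, 10 min RT preincubation, 20 min RT reaction, fluorescence 525/598 nm.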
Giardia killer: Giardia lamblia killing | activity change, % at 7.66 µM, hits read low | 340,000 compounds, 0.15% hits | Giardia lamblia trophozoite viability; in the data active = activity change below about -80%; inconclusive = between about -30% and that limit;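 also: parasites exposed to compound for two days anaerobically before the ATP read; % is scaled to controls: 0 for no effect and ±100 for the full control effect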
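Each well holds 100 Giardia trophozoites and compound. After two days (48 hrs) at 37 deg C in anaerobic conditions, ATP is quantified by luminescence.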
RORgamma inh: blocks mouse ROR gamma transcriptional activity; P51450; Drosophila S2 Gal4-RORgamma UAS-luciferase reporter, 20 h; Potency, µM (top dose mostly 53.6 µM), without a hit: top-dose activity change, negative = inhibition, actives largely listed as inhibitors; 310,000 compounds, 5.4% hits; also: potency is read from the fitted curve at half-maximal effect; % is scaled to controls: 0 for no effect and ±100 for the full control effect; nearly all actives have a fitted effect of over 60% in size
Target sequence (P51450 whole entry, looked up, the tested form may be a part): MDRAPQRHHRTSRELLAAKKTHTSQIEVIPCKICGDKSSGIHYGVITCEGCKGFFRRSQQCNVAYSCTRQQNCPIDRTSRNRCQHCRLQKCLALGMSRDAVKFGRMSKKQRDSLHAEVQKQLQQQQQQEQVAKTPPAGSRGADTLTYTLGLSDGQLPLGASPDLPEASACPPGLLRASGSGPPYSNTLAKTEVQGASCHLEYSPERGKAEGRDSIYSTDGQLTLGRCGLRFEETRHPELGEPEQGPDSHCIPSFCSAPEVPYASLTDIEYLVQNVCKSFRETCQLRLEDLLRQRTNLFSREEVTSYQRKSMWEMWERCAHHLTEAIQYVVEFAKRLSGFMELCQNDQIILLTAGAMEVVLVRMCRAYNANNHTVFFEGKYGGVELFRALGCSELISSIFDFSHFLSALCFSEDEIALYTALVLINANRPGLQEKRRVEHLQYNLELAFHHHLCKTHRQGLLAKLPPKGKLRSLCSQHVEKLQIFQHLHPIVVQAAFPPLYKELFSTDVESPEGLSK
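Drosophila S2 cells stably expressing Gal4-DBD/mouse RORγ fusion under metallothionein promoter plus UAS-luciferase; compound 1 h, then 700 uM CuSO4 induction for 20 h at ambient temperature; inhibition read as reduced luminescence.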
Starred values were filed as active, the others as inactive; [ ] = dose if it differs, or a comment. Unless noted, calls follow the shape of the dose curve; as a rule, active = well fitted curve in the direction sought with a large enough effect; inconclusive = small, poorly fitted or top-dose-only effect, or another doubt; inactive = no such curve, though single readings can be large; an effect the other way counts as inactive or inconclusive.

How did CC1CCN(S(=O)(=O)c2ccc3c(c2)N(CC(=O)NCCCN2CCCC(C)C2)C(=O)CO3)CC1 (stereo unspecified) do in these assays?
KCNH2 3.1 inh: -31.3; NPC1 prom act: -11.7%; Rab9 prom act: 0.9%; Tb PFK block: -1.2%; VP16 counter: -6.0%; ELG1 genotox: 0.8%; FLuc counter: 2.5%; uPA surface inh: -6.3%; FBPA coupling cs: -0.6; Giardia killer: -0.8; RORgamma inh: 2.4%

Results for Cc1cc(N2CCN(c3ccc(C(F)(F)F)cc3[N+](=O)[O-])CC2)c2ccccc2n1 ?
KCNH2 3.1 inh: -101.7*; NPC1 prom act: -2.4%; Rab9 prom act: -1.5%; Tb PFK block: -15.4%; VP16 counter: inconclusive; ELG1 genotox: -11.0%; FLuc counter: -1.2%; uPA surface inh: 14.1µM*; FBPA coupling cs: -0.6; Giardia killer: -5.8; RORgamma inh: -43.5%

What do the screens show for `Cc1csc(C(C)N(C)C(=O)c2ccc(OC3CCN(Cc4ccccn4)CC3)cc2)n1` (stereo unspecified)?
NPC1 prom act: -1.6%; Rab9 prom act: -10.2%; Tb PFK block: -2.5%; VP16 counter: 2.6%; ELG1 genotox: -7.4%; FLuc counter: 0.6%; uPA surface inh: -2.3%; Giardia killer: 14.0; RORgamma inh: 9.5%

Results for COc1ccc(C2CC(C(F)(F)F)n3nc(C(=O)NCc4c(C)nn(C)c4C)c(Cl)c3N2)cc1 (stereo unspecified) ?
KCNH2 3.1 inh: 12.4; NPC1 prom act: -12.0%; Rab9 prom act: -19.2%; Tb PFK block: 1.2%; VP16 counter: 22.4µM*; ELG1 genotox: -12.3%; FLuc counter: -1.1%; uPA surface inh: -7.4%; FBPA coupling cs: 10.0; Giardia killer: 0.1; RORgamma inh: -3.0%

Results for Cc1nnsc1C(=O)Nc1ccc(S(=O)(=O)N2CCCC(C)C2)cc1 (stereo unspecified) ?
KCNH2 3.1 inh: -3.4; NPC1 prom act: -1.6%; Rab9 prom act: -1.4%; Tb PFK block: -4.6%; VP16 counter: -16.3%; ELG1 genotox: 0.4%; FLuc counter: 7.1%; uPA surface inh: 1.6%; FBPA coupling cs: -2.0; Giardia killer: -22.0; RORgamma inh: 36.7%

How did O=C(CSCc1ccccc1)NCCc1ccc(F)cc1 do in these assays?
KCNH2 3.1 inh: -99.8*; NPC1 prom act: 10.9%; Rab9 prom act: 12.8%; Tb PFK block: -3.2%; VP16 counter: 24.2%; ELG1 genotox: 3.6%; FLuc counter: -19.7%; uPA surface inh: 3.7%; FBPA coupling cs: 0.3; Giardia killer: -12.0; RORgamma inh: 7.7%

How did Cc1ccc(S(=O)(=O)NC(CC(=O)n2nc(C)cc2C)c2ccccc2)cc1 (stereo unspecified) do in these assays?
KCNH2 3.1 inh: -3.4; NPC1 prom act: -2.7%; Rab9 prom act: 1.7%; Tb PFK block: 4.5%; VP16 counter: -3.1%; ELG1 genotox: -1.5%; FLuc counter: -1.2%; uPA surface inh: -5.2%; FBPA coupling cs: -1.0; Giardia killer: -10.1; RORgamma inh: 0.9%

How did O=C(/C=C/c1ccc([N+](=O)[O-])cc1)c1cccnc1 do in these assays?
KCNH2 3.1 inh: -19.5; NPC1 prom act: -1.7%; Rab9 prom act: -3.0%; Tb PFK block: -5.4%; VP16 counter: 22.4µM*; ELG1 genotox: -9.6%; FLuc counter: inconclusive; uPA surface inh: inconclusive; FBPA coupling cs: -0.5; Giardia killer: -13.0; RORgamma inh: inconclusive

What do the screens show for `COc1cccc(CNC(=O)c2ccc(C)c(S(=O)(=O)N3CCCCC3)c2)c1`?
KCNH2 3.1 inh: 3.9; NPC1 prom act: 3.0%; Rab9 prom act: -4.8%; Tb PFK block: -8.3%; ELG1 genotox: -8.7%; FLuc counter: 2.9%; uPA surface inh: -5.9%; Giardia killer: 0.2

How did O=C(C1CCCCC1)N1CCC(O)(c2ccc(Cl)cc2)CC1 do in these assays?
KCNH2 3.1 inh: -1.9; NPC1 prom act: -3.0%; Rab9 prom act: -2.3%; Tb PFK block: -5.3%; VP16 counter: -10.5%; ELG1 genotox: -3.4%; FLuc counter: -1.2%; uPA surface inh: 0.4%; FBPA coupling cs: 3.9; Giardia killer: -22.2; RORgamma inh: -0.4%

How did Cc1ccc2oc(C(=O)NCC(c3ccco3)N(C)C)c(C)c2c1 (stereo unspecified) do in these assays?
KCNH2 3.1 inh: -2.2; NPC1 prom act: inconclusive; Rab9 prom act: inconclusive; Tb PFK block: 3.0%; VP16 counter: -4.8%; ELG1 genotox: inconclusive; FLuc counter: inconclusive; uPA surface inh: 16.6%; FBPA coupling cs: 2.2; Giardia killer: 1.1; RORgamma inh: -34.5%

What do the screens show for `Cc1ccnc2c1ccc1cccnc12`?
KCNH2 3.1 inh: -3.5; NPC1 prom act: -17.1%; Rab9 prom act: -19.0%; Tb PFK block: 2.4%; ELG1 genotox: 15.0%; FLuc counter: -12.5%; uPA surface inh: -13.1%; Giardia killer: 1.4

What do the screens show for `Cc1ccc(-c2nn(CC(=O)N(C)C)c(=O)c3ccccc23)cc1S(=O)(=O)N(C)C`?
KCNH2 3.1 inh: 10.5; NPC1 prom act: 1.4%; Rab9 prom act: -0.7%; Tb PFK block: 4.1%; VP16 counter: -5.0%; ELG1 genotox: 4.8%; FLuc counter: 2.8%; uPA surface inh: -1.0%; FBPA coupling cs: 8.7; Giardia killer: 14.9; RORgamma inh: 22.1%

What do the screens show for `CCN(CC)C(=O)[C@H]1C[C@H](CC(=O)NCCc2ccccn2)C(=O)N2CCc3c([nH]c4cc(CCC(=O)N(C)C)ccc34)[C@]12C`?
KCNH2 3.1 inh: 15.0; Tb PFK block: -0.9%; ELG1 genotox: 1.8%; uPA surface inh: 9.3%; Giardia killer: 13.6

What do the screens show for `COC(=O)c1sc(S(=O)(=O)NCc2ccccc2)c(C(=O)OC)c1C`?
KCNH2 3.1 inh: -4.1; VP16 counter: 22.2%; FLuc counter: 4.3%; FBPA coupling cs: -0.4; Giardia killer: -8.9; RORgamma inh: -6.0%

What do the screens show for `CCNC(=O)/C(=C\c1ccccc1)NC(=O)/C=C/c1ccccc1`?
KCNH2 3.1 inh: 1.9; NPC1 prom act: -4.4%; Rab9 prom act: -1.6%; Tb PFK block: -5.1%; VP16 counter: -5.1%; ELG1 genotox: -1.6%; FLuc counter: 5.3%; uPA surface inh: 3.1%; FBPA coupling cs: 12.8; Giardia killer: -6.9; RORgamma inh: 12.1%

How did COC(=O)c1ccc(CSc2nnc3c(Cl)cc(Cl)cn23)o1 do in these assays?
KCNH2 3.1 inh: -3.5; NPC1 prom act: 10.9%; Rab9 prom act: 2.0%; Tb PFK block: -0.8%; VP16 counter: 21.4%; ELG1 genotox: -1.6%; FLuc counter: 0.0%; uPA surface inh: -2.0%; FBPA coupling cs: 1.9; Giardia killer: 5.3; RORgamma inh: 27.3%

How did CNC(=O)c1cccc2cccc(Sc3ccccc3C(=O)O)c12 do in these assays?
KCNH2 3.1 inh: -7.8; NPC1 prom act: 0.0%; Rab9 prom act: -2.5%; Tb PFK block: -2.4%; VP16 counter: 2.1%; ELG1 genotox: 0.7%; FLuc counter: -0.9%; uPA surface inh: 1.1%; FBPA coupling cs: 6.1; Giardia killer: -7.2; RORgamma inh: -1.6%

What do the screens show for `CCN(CC)CCN=CC1=C(O)CNC1=O`?
KCNH2 3.1 inh: 5.6; NPC1 prom act: -5.4%; Rab9 prom act: -5.9%; Tb PFK block: 1.0%; VP16 counter: 2.1%; ELG1 genotox: 2.9%; FLuc counter: 1.3%; uPA surface inh: -4.8%; FBPA coupling cs: 2.8; Giardia killer: -12.6; RORgamma inh: -20.0%

What do the screens show for `COc1cccc(C2=NCCc3cc4c(cc32)OCO4)c1OC`?
KCNH2 3.1 inh: -10.2; NPC1 prom act: -0.5%; Rab9 prom act: -4.6%; Tb PFK block: 6.5%; VP16 counter: -9.2%; ELG1 genotox: -4.8%; FLuc counter: 0.5%; uPA surface inh: -2.9%; FBPA coupling cs: -0.5; Giardia killer: -7.7; RORgamma inh: -16.9%

How did COC(=O)c1ccc(N/C=C/C(=O)c2ccccc2)cc1 do in these assays?
KCNH2 3.1 inh: 34.3; NPC1 prom act: inconclusive; Rab9 prom act: 0.501µM*; Tb PFK block: 4.4%; VP16 counter: -10.5%; ELG1 genotox: inconclusive; FLuc counter: 0.601µM*; uPA surface inh: 0.0%; FBPA coupling cs: -1.9; Giardia killer: -3.6; RORgamma inh: -6.0%

How did Cc1nnc(NC(=O)C2CCN(C(=O)c3ccco3)CC2)s1 do in these assays?
KCNH2 3.1 inh: 4.5; NPC1 prom act: -4.7%; Rab9 prom act: -3.4%; Tb PFK block: 1.4%; VP16 counter: -15.0%; ELG1 genotox: 0.7%; FLuc counter: 0.7%; uPA surface inh: 6.6%; FBPA coupling cs: 0.1; Giardia killer: 46.5[activator]; RORgamma inh: 6.2%

How did CC(C1CC1)N(Cc1ccccc1)C(=S)Nc1ccccc1 (stereo unspecified) do in these assays?
KCNH2 3.1 inh: 1.2; NPC1 prom act: -4.0%; Rab9 prom act: -8.3%; Tb PFK block: 2.1%; VP16 counter: inconclusive; ELG1 genotox: -10.9%; FLuc counter: 1.3%; uPA surface inh: -3.9%; FBPA coupling cs: 1.1; Giardia killer: 38.2[activator]; RORgamma inh: 11.2µM*
